# Screening results as filed in PubChem BioAssay.
# TrxR1 substrate: qHTS Assay for Substrates of Mammalian Selenoprotein Thioredoxin Reductase 1 (TrxR1): qHTS. Potency, µM (highest dose often 114 µM), inactives show at the top dose activity change, negative = substrate turnover. actives 0.01% (n = 390,000). Thioredoxin reductase 1, cytoplasmic (Rattus norvegicus), O89049. purified TrxR1 substrate turnover, NADPH consumption readout. AID 588456, 2011; note: potency is the fitted concentration of half-maximal effect; % is set by controls: 0 for no effect and ±100 for the full control effect; nearly all actives have a fitted effect of over 50% in size
# Target sequence (O89049 whole entry, looked up): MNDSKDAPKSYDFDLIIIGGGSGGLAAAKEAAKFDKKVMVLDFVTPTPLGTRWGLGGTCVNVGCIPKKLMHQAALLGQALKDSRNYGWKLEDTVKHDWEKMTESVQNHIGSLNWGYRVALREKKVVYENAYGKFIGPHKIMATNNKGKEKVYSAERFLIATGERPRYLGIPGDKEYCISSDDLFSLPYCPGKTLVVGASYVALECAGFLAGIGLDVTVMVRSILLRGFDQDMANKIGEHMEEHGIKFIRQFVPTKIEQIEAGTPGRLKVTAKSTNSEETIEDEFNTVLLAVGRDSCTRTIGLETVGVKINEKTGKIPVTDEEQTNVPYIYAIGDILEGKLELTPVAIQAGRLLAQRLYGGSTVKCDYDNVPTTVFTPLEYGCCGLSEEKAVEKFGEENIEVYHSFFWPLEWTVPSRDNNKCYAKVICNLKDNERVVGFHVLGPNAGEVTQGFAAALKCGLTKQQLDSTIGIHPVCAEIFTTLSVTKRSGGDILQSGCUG
#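 Rat TrxR1, dispensed at 90 nM, was prereduced with 400 uM NADPH (final) for 5 min at ~22 deg C, then incubated with compound 15 min before 400 uM selenite. A first-read NADPH fluorescence drop versus no-compound background flagged substrates.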
# USP1 inh: Inhibitors of USP1/UAF1: Primary Screen | Ubiquitin carboxyl-terminal hydrolase 1 (Homo sapiens), O94782 | recombinant USP1/UAF1, Ub-Rhodamine cleavage fluorescence | Potency, µM (doses to about 57.1 µM), inactives show at the highest dose activity change, negative = inhibition, actives largely listed as inhibitors | actives 0.23% (n = 390,000) | AID 743255, 2014; note: potency is the fitted concentration of half-maximal effect; % is set by controls: 0 for no effect and ±100 for the full control effect; nearly all actives have a fitted effect of over 60% in size; inactives centre near -12
#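 USP1/UAF1 complex at 1 nM was preincubated with compound for 15 min at room temperature, then Ub-Rho substrate (150nM final) was added. Fluorescence (480/540 nm) was read kinetically, 6 reads every 60 seconds.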
# PI4K2A block: qHTS for small molecular inhibitors of PI4K2A. Phosphatidylinositol 4-kinase type 2-alpha (Homo sapiens), Q9BTU6. AID 1346378, 2018. activity change, negative = inhibition, % at 76.9 µM. purified PI4K2A, ADP-Glo luminescence, 1 h; active compounds read low. actives 0.13% (n = 420,000); in the data active = activity change below about -50%; inconclusive = mostly about -30% to -49%;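 note: -100% = wells without enzyme as full effect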
#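 In this quantitative HTS, ADP production by PI4K2A was quantified luminescently after 1 h at ambient temperature; 100 microM adenosine served as plate-quality control.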
# IDH1 R132H inh: qHTS for Inhibitors of mutant isocitrate dehydrogenase 1 (IDH1): qHTS | Isocitrate dehydrogenase [NADP] cytoplasmic (Homo sapiens), O75874 | IDH1-R132H enzyme, NADPH consumption, diaphorase/resazurin fluorescence | Potency, µM (titrated, usually from 76.6 µM), for the others: at the highest dose activity change, negative = inhibition, most hits filed as inhibitors | actives 0.093% (n = 390,000); note: potency is the fitted concentration of half-maximal effect; % is set by controls: 0 for no effect and ±100 for the full control effect; nearly all actives have a fitted effect of over 65% in size
# Target sequence (O75874 whole entry R132H, stated change not applied): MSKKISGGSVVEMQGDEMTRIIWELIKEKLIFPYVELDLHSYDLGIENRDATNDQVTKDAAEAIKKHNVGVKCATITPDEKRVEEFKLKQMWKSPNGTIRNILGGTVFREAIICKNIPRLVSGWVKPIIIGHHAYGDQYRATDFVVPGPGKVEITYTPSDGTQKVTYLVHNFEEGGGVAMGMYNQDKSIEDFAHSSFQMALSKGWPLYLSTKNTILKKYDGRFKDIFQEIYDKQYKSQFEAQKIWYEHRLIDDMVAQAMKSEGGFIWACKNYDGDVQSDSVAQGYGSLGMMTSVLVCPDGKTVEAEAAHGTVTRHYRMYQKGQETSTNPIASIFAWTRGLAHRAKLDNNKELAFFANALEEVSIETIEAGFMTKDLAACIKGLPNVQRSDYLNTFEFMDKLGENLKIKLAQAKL
#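 IDH1-R132H (0.5 ug/mL dispensed) in pH 7.5 Tris buffer was preincubated 30 min with compound, then given a substrate mix of 0.016 mM NADPH and 2 mM alpha-KG for 80 min at room temperature; remaining NADPH was read by diaphorase/resazurin fluorescence.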
# HP1b binding inh: HTS for Inhibitors of HP1-beta Chromodomain Interactions with Methylated Histone Tails | Chromobox protein homolog 1 (Homo sapiens), P83916 | AlphaScreen HP1-beta / biotin-H3K9me3 peptide binding | Potency, µM (titrated, usually from 114 µM), for inactives: top-dose activity change, negative = inhibition, actives largely listed as inhibitors | actives 0.56% (n = 390,000) | AID 540317, 2011; note: potency is the fitted concentration of half-maximal effect; nearly all actives have a fitted effect of over 70% in size; inactives centre near 23
#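 AlphaScreen: HP1-beta (50 nM) preformed 30 min with biotin-H3(1-18)K9me3 peptide (50 nM) in PBS pH 7.4, 0.01% Tween-20. Compound added for 30 min at RT, then streptavidin donor/nickel chelate acceptor beads (10 ug/mL) for 30 min.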
# GLS inhibitor: qHTS for Inhibitors of Glutaminase (GLS). Glutaminase kidney isoform, mitochondrial (Homo sapiens), O94925. GLS enzymatic activity, qHTS titration. Potency, µM (titrated, usually from 45.5 µM), inactives show at the top dose activity change, negative = inhibition, most hits filed as inhibitors. actives 0.21% (n = 410,000); note: potency is the fitted concentration of half-maximal effect; % is set by controls: 0 for no effect and ±100 for the full control effect
#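 Assay buffer: 45 mM KH2PO4 pH 8.2, 0.02% Tween-20. hKGA acts on L-glutamine (1 mM solution added); product glutamate is reported by an oxidase/peroxidase Amplex Red coupling, with fluorescence taken at baseline and 30 min.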
# Pin1 inh: qHTS Assay to Find Inhibitors of Pin1; actives 0.009% (n = 390,000); Peptidyl-prolyl cis-trans isomerase NIMA-interacting 1 (Homo sapiens), Q13526; Pin1 FP peptide displacement, HiFluor488, 10 min; Potency, µM (series often up to 115 µM), inactives show at the top dose activity, negative = inhibition, hits mostly inhibitors; active = well fitted inhibition curve with a large enough effect in the polarisation, with a control signal flat, not every such curve was filed as active; inconclusive = small, poorly fitted or top-dose-only effect, or effect the other way, or a change in a side signal; inactive = no such curve, though single readings can be large or run the other way; the % refers to the polarisation; note: potency is the fitted concentration of half-maximal effect; % is set by controls: 0 for no effect and ±100 for the full control effect
# Target sequence (Q13526 whole entry, looked up): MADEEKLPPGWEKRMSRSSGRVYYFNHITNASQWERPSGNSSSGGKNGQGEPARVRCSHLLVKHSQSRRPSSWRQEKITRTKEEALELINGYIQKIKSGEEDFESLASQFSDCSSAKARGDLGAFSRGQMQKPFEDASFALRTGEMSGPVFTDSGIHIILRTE
# TrxR1 inh: qHTS Assay for Inhibitors of Mammalian Selenoprotein Thioredoxin Reductase 1 (TrxR1): qHTS. Thioredoxin reductase 1, cytoplasmic (Rattus norvegicus), O89049. recombinant rTrxR1, NADPH fluorescence consumption, selenite substrate. Potency, µM (top dose mostly 114 µM), for inactives: top-dose activity change, negative = inhibition, actives largely listed as inhibitors. actives 1% (n = 390,000). AID 588453, 2011; note: potency is the fitted concentration of half-maximal effect; % is set by controls: 0 for no effect and ±100 for the full control effect; nearly all actives have a fitted effect of over 65% in size
#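 Rat TrxR1 (90 nM in the dispensed reagent) was pre-reduced with 400 uM NADPH for 5 min at room temperature, then incubated with compound for 15 min. After 400 uM selenite was added, NADPH fluorescence (Ex 340/Em 450 nm) was followed for 8 min.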
# Tb PGK inh: qHTS Assay to Find Inhibitors of Phosphoglycerate Kinase; PGK/GAPDH coupled, Kinase-Glo luminescence, 60 min; Potency, µM (series often up to 57.5 µM), inactives show top-dose activity change, negative = inhibition, hits mostly inhibitors; actives 0.043% (n = 380,000); AID 602233, 2012; note: potency is the fitted concentration of half-maximal effect; % is set by controls: 0 for no effect and ±100 for the full control effect; nearly all actives have a fitted effect of over 60% in size
#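 Luminescent ATP detection (Kinase-Glo Plus) follows a 60-minute room-temperature incubation, with wells lacking PGK as controls. Buffer: 100 mM TEA (pH 7.6), 5 mM MgCl2, 0.01% Tween-20. Coupling enzyme GAPDH (100 nM final) supplies unstable 1,3-BPG in-well.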
# Active calls of the source: *; i = inactive; ? = inconclusive; . = no result given; & = joins results of further samples; [ ] = another dose, or the depositor's remark. Unless noted, calls come from the whole dose curve; as a rule, active = well fitted curve in the direction sought with a large enough effect; inconclusive = small, poorly fitted or top-dose-only effect, or another doubt; inactive = no such curve, though single readings can be large; an effect the other way counts as inactive or inconclusive.
TrxR1 substrate	USP1 inh	PI4K2A block	IDH1 R132H inh	HP1b binding inh	GLS inhibitor	Pin1 inh	TrxR1 inh	Tb PGK inh	molecule
1%[57.1 µM]	-10%	-4	5%	30%	-4%	-11%	11%[57.1 µM]	-10%	CCS(=O)(=O)n1nc(NCc2cccc(OC)c2)nc1NCc1cccc(OC)c1
6%	-18%	3	6%	25%	1%	3%	11%	-4%	CCOc1ccc(NC(=O)N2CCC(C(=O)c3ccc(F)cc3)CC2)cc1
6%[57.1 µM]	-28%	9	3%	27%	0%	1%	12%[57.1 µM]	i	O=C(NC(c1ccccc1)c1ccccc1)c1ccc(S(=O)(=O)C(F)F)cc1
1%	-15%	4	10%	33%	17%	2%	?	i	Cc1ccc(-c2cc(=O)[nH][nH]2)c(C)c1
3%	-12%	-2	-7%	46%[activator]	-1%	-1%	28%	-3%	COc1ccc(C2CC(c3ccc(F)cc3)n3nc(NC(=O)c4ccco4)nc3N2)cc1 (centres undefined)
0%	-7%	5	1%	35%[activator]	3%	-16%	27%	-5%	CC1CCC2(CC1)NC(=O)N(CC(=O)NC(C)c1ccc(F)c(F)c1)C2=O (centres undefined)
-3%	-9%	-5	-1%	22%	-5%	14%	7%	-3%	Cc1ccc(C)c(C(=O)COC(=O)Cn2[nH]c(=O)c3ccccc3c2=O)c1
8%[57.1 µM]	-6%	-1	2%	26%	-22%	2%	27%[57.1 µM]	i	CCOC(=O)c1ccc(NC(=O)CSc2nc3ccccc3c(=O)n2CCC(=O)NC2CCCCC2)cc1
5%	-2%	-1	1%	25%	10%	7%	-8%	-1%	CCOC(=O)N1CCN(Cc2nc(N)nc(Nc3ccc(OCC)cc3)n2)CC1
3%	-28%	0	-6%[38.3 µM]	35%	17%	2%	13%	7%	CN1C[C@H]2CON(C)[C@H]2C[C@H]1c1cccc(-c2ccccc2)c1
10%	-29%	-2	-7%	27%	-1%	65%[activator]	14%	-3%	Cn1c(=O)n(-c2cccc(Cl)c2)c(=O)c2sc3ccccc3c21
-5%[57.1 µM]	-19%	3	0%	4%	11%	1%	-3%	.	CC1(C)CC(=O)C2=C(C1)OC(N)=C(C#N)C21CCN(C(=O)OCc2ccccc2)CC1
10%	-9%	-3	11%	54%[activator]	-1%	14%	24%	-4%	Cc1ccc(S(=O)(=O)N(CC(=O)Nc2ccc3c(c2)OCO3)c2cc(Cl)cc(Cl)c2)cc1
-3%	-2%	-2	3%	28%	-21%	5%	25%[57.1 µM]	-2%	COc1ccc(NC(=O)c2c(N)no[n+]2[O-])cc1
5%	2%	1	1%	24%	2%	-11%	25%	-6%	CC1CCCCN1C(=O)CSc1nc2ccsc2c(=O)n1Cc1ccccn1 (centres undefined)
-1%	-29%	-2	-3%	32%	1%	10%	13%	4%	CCCNc1c(NC(=O)COc2ccc(Cl)cc2)c(=O)oc2ccccc12
4%&3%	?	-1&3	7%&6%	24%&31%	56%&-7%[activator]	-17%&3%	26%&3%	13%	CCCc1nc2nc(C)c(NS(=O)(=O)c3ccc(F)cc3)c(=O)n2[nH]1
8%[57.1 µM]	-16%	1	0%	5%	-1%	8%	22%[57.1 µM]	-2%	CCN1C(=NCCc2cccs2)N[C@@H](c2cccs2)C(C(=O)OC)=C1C
-4%	-21%	2	-8%	32%	-8%	0%	-3%	-5%	COc1ccc(-n2c(SCC(=O)NCC3CCCO3)nc3c(c2=O)SCC3)cc1OC (centres undefined)
3%[57.1 µM]	-8%	-3	-7%	23%	-1%	6%	-6%[57.1 µM]	7%	COc1cccc(-c2nc(CS(=O)(=O)CC(=O)Nc3c(C)cccc3C)c(C)o2)c1
.	-25%	1	-2%	.	1%	.	.	-9%	O=C(CCNC(=O)N1CC(=O)Nc2ccccc21)NCc1ccc(Cl)cc1
4%	-28%	-4	17%	69%[activator]	-4%	6%	24%	-5%	COc1cc(OC)c2c(c1)OC(=O)CC2c1cc(OC)c(OC)c(OC)c1 (centres undefined)
-8%	5%	-2	4%	-14%	5%	-3%	-9%	i	COc1ccc(NC(=O)Cc2ccccc2)cc1
-23%[11.4 µM]	-11%	5	5%	31%	5%	2%	9%[11.4 µM]	i	O=P(CCC(F)(F)F)(CCC(F)(F)F)CCC(F)(F)F
1%	-6%	6	-3%	8%	15%	0%	19%	3%	CCCCCN(C(=O)CCC(=O)OCC(=O)Nc1cccc(CC)c1)c1c(N)n(CCCC)c(=O)[nH]c1=O
-4%	1%	-8	-24%	75%[activator]	-5%	?	3%	6%	N#C/C(=C\c1ccc(F)cc1)c1nc(-c2ccc(-c3ccccc3)cc2)cs1
9%[57.1 µM]	-7%	-1	1%	-19%	-8%	1%	17%[57.1 µM]	-1%	Cn1nnc2sc3c(c2c1=O)CCCC3
1%	-15%	-10	1%	-16%	6%	1%	19%	0%	Cc1ccc(NC(=O)c2cccnc2C(=O)O)nc1
8%[57.1 µM]	-20%	-2	0%	-19%	4%	-19%	14%[57.1 µM]	-13%	Cc1cc(/C=C2\C(=N)N3N=C(S(C)(=O)=O)SC3=NC2=O)c(C)n1Cc1ccccc1
8%	-6%	0	2%	0%	-9%	-5%	11%	0%	O=C(CCc1ccccc1)NC(NC(=S)Nc1cccc(Cl)c1)C(Cl)(Cl)Cl (centres undefined)
-4%	0%	-8	?	23%	7%	3%	-6%	7%	COc1ccc(CCNC(=O)c2csc3c2CCCCC3)c(OC)c1
3%	-22%	-3	6%	22%	14%	-3%	17%	9%	COc1ccc(S(=O)(=O)NNC(=O)C2Cc3c(ccc4ccccc34)O2)cc1 (centres undefined)
6%	-18%	-4	14%	116%[activator]	0%	-2%	15%	i	CC1(C)CC(=O)c2c(O)cc(OCc3ccc(Br)cc3)cc2O1
-17%	-14%	1	-2%	21%	0%	3%	-13%	-9%	O=[N+]([O-])c1cccc(-c2noc(-c3ccco3)n2)c1
14%	-21%	-5	4%	8%	-3%	0%	-19%	-6%	CC(C)(O)[C@H](O)Cc1cc2ccc(=O)oc2cc1O[C@@H]1O[C@H](CO)[C@@H](O)[C@H](O)[C@H]1O
14%[57.1 µM]	8%	1	?	-4%	-21%	3%	36%[activator][57.1 µM]	-9%	CCc1ccc(-n2c(=O)c3c(C)c(C(=O)N(C)C)sc3n(Cc3cccc(C)c3)c2=O)cc1
910%[activator]	-20%	-1	0%	50%[activator]	25%	-4%	24%	-6%	N#Cc1c(C(F)(F)F)cc(-c2ccccc2)[nH]c1=O
1%	-20%	-4	28%	28%	-3%	3%	6%	-9%	CCOC(=O)c1c(NC(=O)COc2cc(C)ccc2C(C)C)sc2c1CCCC2
6%[57.1 µM]	-6%&-18%	-1&0	-5%&-18%	48%&30%[activator]	1%&-5%	17%&35%	16%[57.1 µM]	5%&11%	COc1cccc(NC(=O)Cn2nnc(C(=O)NCc3ccc4c(c3)OCO4)c2N)c1
-3%[57.1 µM]	-24%	-1	13%	52%[activator]	1%	-1%	-4%[57.1 µM]	-15%	Cc1ccc(-n2ncc3c(N(CCO)Cc4ccccc4)ncnc32)cc1
5%	-4%	-17	-10%	28%	2%	9%	7%	4%	CCOC(=O)c1cc(NC(=O)c2ccc(C)cc2)c(=O)n2c1oc1ccccc12
-1%	-19%	-1	-9%	30%	-6%	-4%	8%	6%	COc1ccc(NC(=O)CC2C(=O)N(c3cccc(OC)c3)C(=O)N2CCc2cccs2)cc1 (centres undefined)
2%	-12%	3	8%	48%[activator]	-21%	-1%	28%	0%	O=C(NCc1ccc2c(c1)OCO2)C1CCN(S(=O)(=O)c2ccc(F)cc2)CC1
-6%	-2%	-8	-9%	15%	16%	-5%	8%	3%	COc1ccc(S(=O)(=O)Nc2nc3c(s2)C(=O)CC(C)(C)C3)cc1
-8%[57.1 µM]	?	0	-14%	-7%	5µM*	3%	-2%[57.1 µM]	12%	CC(C)(C)c1csc(NNC(=O)c2ccc(Br)cc2)n1
8%	-12%	3	10%	10%	15%	0%	-5%	9%	CC(C)c1[nH]c(=O)c(C#N)c2c1COC(C)(C)C2

# Quoted at random: 2 compounds from above
TrxR1 substrate	USP1 inh	PI4K2A block	IDH1 R132H inh	HP1b binding inh	GLS inhibitor	Pin1 inh	TrxR1 inh	Tb PGK inh	molecule
-1%	-19%	-1	-9%	30%	-6%	-4%	8%	6%	COc1ccc(NC(=O)CC2C(=O)N(c3cccc(OC)c3)C(=O)N2CCc2cccs2)cc1 (centres undefined)
3%	-22%	-3	6%	22%	14%	-3%	17%	9%	COc1ccc(S(=O)(=O)NNC(=O)C2Cc3c(ccc4ccccc34)O2)cc1 (centres undefined)

# Not all compounds are listed (hit frequency here may not be typical).
